PHOSPHO1 inh: PubChem AID 1565; inhibition, % at 13.3 µM; actives 1.1% (n = 290,000); recombinant PHOSPHO1, absorbance phosphatase assay; Phosphoethanolamine/phosphocholine phosphatase (Homo sapiens), Q8TCT1; in the data active means inhibition above about 60%
Target sequence (Q8TCT1 whole entry, looked up): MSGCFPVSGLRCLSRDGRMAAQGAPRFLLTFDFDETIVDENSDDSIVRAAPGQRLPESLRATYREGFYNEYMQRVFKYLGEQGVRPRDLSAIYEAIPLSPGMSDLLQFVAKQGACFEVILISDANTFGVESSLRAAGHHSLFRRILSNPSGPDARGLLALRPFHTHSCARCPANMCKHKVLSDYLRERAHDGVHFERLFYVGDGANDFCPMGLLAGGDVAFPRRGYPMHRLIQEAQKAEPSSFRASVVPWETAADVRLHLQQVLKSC
IDE act: human IDE activators in live cells, primary screen, fluorescence polarization, HEK cells, FAbeta-B substrate | activation, % at 5.96 µM | Insulin-degrading enzyme (Homo sapiens), P14735 | FAbeta-B cleavage; 0% vehicle, 100% cell-free pure enzyme wells | AID 493087, 2011 | actives 0.073% (n = 340,000);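 active means activation above the mean of all tested compounds plus 3 SD, set per screening campaign, cut at about 17% in these data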
MEKK3 PB1 HTS: modulators of MEKK3-MEK5 PB1 binding, primary screen, biochemical, wildtype MEKK3, multiplex bead flow cytometry, Alexa488-MEK5; bead-based flow cytometry, Alexa488-MEK5 binding to MEKK3; actives lie on both sides; 0 = blocked by unlabeled MEK5, 100 = vehicle; binding response (% of control), % at 10 µM; actives 1.4% (n = 290,000);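 active means binding response more than 3 SD above or below the average of its plate-row segment, actives on both sides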;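 further: Alexa488 bead fluorescence after subtracting the streptavidin-only scavenger bead signal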
Target sequence (Q99759 whole entry, looked up): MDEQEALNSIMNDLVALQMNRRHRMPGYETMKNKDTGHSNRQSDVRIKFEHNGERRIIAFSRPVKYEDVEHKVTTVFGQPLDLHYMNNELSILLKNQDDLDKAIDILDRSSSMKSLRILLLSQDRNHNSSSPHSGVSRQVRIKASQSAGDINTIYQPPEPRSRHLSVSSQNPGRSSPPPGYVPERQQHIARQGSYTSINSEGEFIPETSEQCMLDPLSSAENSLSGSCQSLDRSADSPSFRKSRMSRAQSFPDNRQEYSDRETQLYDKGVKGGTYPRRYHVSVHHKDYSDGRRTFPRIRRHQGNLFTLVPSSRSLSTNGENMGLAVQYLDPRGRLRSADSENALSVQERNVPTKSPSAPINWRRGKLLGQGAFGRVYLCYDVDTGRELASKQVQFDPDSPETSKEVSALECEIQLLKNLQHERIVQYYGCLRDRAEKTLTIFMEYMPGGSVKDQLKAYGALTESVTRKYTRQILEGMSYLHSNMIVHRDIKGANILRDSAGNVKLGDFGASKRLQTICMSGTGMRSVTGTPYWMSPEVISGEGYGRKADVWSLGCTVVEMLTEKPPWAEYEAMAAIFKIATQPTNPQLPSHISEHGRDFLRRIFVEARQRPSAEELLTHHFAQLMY
CRFBP-R2 agonist: agonists of CRF-BP/CRF-R2 complex, primary screen, cell-based, HEK293, calcium dye fluorescence, uHTS; calcium dye fluorescence (FLIPR); percent of saturating CRF peptide response; activation, % at 13.2 µM; actives 0.46% (n = 350,000);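 active means activation of at least 50%, plus an integration ratio under a set limit after plate pattern correction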;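 further: plate controls were neutral control wells without compound for no effect and CRF at EC100 for full effect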
IDE inh: human IDE inhibitors in live cells, primary screen, fluorescence polarization, HEK cells, FAbetaB substrate | inhibition, % at 5.59 µM | actives 0.41% (n = 320,000) | AID 434962, 2010 | Insulin-degrading enzyme (Homo sapiens), P14735 | FAbetaB cleavage;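 active means percent inhibition above the average of all tested compounds plus 3 SD, set per screening campaign, cut at about 16% in these data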;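 further: IDE supplied by intact live HEK cells; FP after avidin binding of uncleaved biotin substrate so inhibition keeps polarization high; 0% = DMSO wells and 100% = 60 µM reference IDE inhibitor Ii1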
GalR3 antag: GalR3 antagonists in HEK293 cells, primary screen, cell-based, fluorescence readout | Galanin receptor type 3 (Homo sapiens), O60755 | HEK293 GalR3-CNG cAMP membrane potential fluorescence; galR3 body fused to GalR1 C-terminus | inhibition, % at 3 µM | actives 0.44% (n = 360,000) | AID 651719, 2012;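 active means inhibition above the screen-wide average plus 3 SD, cut at about 13% in these data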;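 further: forskolin and galanin both at EC90 stimulate the cells; cAMP rise reported by CNG channel membrane potential dye signal; 0% = forskolin plus galanin with DMSO and 100% = forskolin alone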
CHRM4 PAM: human M4 muscarinic receptor positive allosteric modulators, primary screen, CHO-K1 cells, Fluo-8 calcium fluorescence | Muscarinic acetylcholine receptor M4 (Homo sapiens), P08173 | CHO-K1 hM4/Gqi5, ACh EC20; 0% = ACh EC20, 100% = maximal ACh | activation, % at 3 µM | actives 0.4% (n = 360,000);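 active means activation above its plate's cutoff, the mean activation of sample wells plus 3 SD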; further: some results filed as inactive read as strong as hits
CRFR2-BP antag: antagonists of CRF-BP/CRF-R2 complex, primary screen, cell-based, HEK293, calcium dye fluorescence, uHTS | CRF-induced calcium fluorescence | actives 0.59% (n = 350,000) | inhibition, % at 11.8 µM | AID 588475, 2011;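 active means inhibition of the ligand-induced calcium signal above about 50% at the single tested concentration, limit read from the data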
pCIP destab: p/CIP-EGFP fusion destabilizers, primary screen, fluorescence, F442A cells; Q05BA5; 16 h; decrease of EGFP signal, % at 10 µM; actives 0.01% (n = 290,000);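 active means EGFP signal decrease of at least 30% at 10 µM or well 3 SD below plate mean, unless failing retest; inactive means the rest, including hits failing retest or dose response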; further: some compounds called inactive have numbers as strong as hits; many of its hits are not listed in these tables
* marks the source's active call; other numbers are inactive results; . = no result given; [ ] = another dose, or the depositor's remark.

The first 6 compounds, to show the layout:
mol	PHOSPHO1 inh	IDE act	MEKK3 PB1 HTS	CRFBP-R2 agonist	IDE inh	GalR3 antag	CHRM4 PAM	CRFR2-BP antag	pCIP destab
COc1ccc(C2CC(c3ccccc3)Nc3nc(N)nn32)cc1 (stereo unspecified)	5	-8	90	-1.6	-2	-4	20	-17	-8
Cc1cccc(C)c1NC(=O)CN1CCc2ccccc2C1	.	0	108	1.5	-7	-4	12	-16	.
O=C1CSC(c2ccccc2[N+](=O)[O-])N1c1cccc(F)c1 (stereo unspecified)	-10	1	102	-3.1	2	-3	4	20	6
COc1ccc(-c2ccc3oc(-c4ccc(OC)cc4)c(C#CCCO)c3c2)cc1	.	7	107	0.7	-1	-3	4	8	.
O=C(c1ccco1)N1CCN(c2nc(C3CC3)nc3c2nnn3Cc2ccccc2Cl)CC1	-15	-2	91	1.0	10	-2	-1	20	-10
CC(=O)c1c(N2CCCCC2)nc(=S)n(-c2ccccc2)c1C	9	2	101	0.8	3	.	-9	33	-5

The list itself, repeating the preview:
mol	PHOSPHO1 inh	IDE act	MEKK3 PB1 HTS	CRFBP-R2 agonist	IDE inh	GalR3 antag	CHRM4 PAM	CRFR2-BP antag	pCIP destab
COc1ccc(C2CC(c3ccccc3)Nc3nc(N)nn32)cc1 (stereo unspecified)	5	-8	90	-1.6	-2	-4	20	-17	-8
Cc1cccc(C)c1NC(=O)CN1CCc2ccccc2C1	.	0	108	1.5	-7	-4	12	-16	.
O=C1CSC(c2ccccc2[N+](=O)[O-])N1c1cccc(F)c1 (stereo unspecified)	-10	1	102	-3.1	2	-3	4	20	6
COc1ccc(-c2ccc3oc(-c4ccc(OC)cc4)c(C#CCCO)c3c2)cc1	.	7	107	0.7	-1	-3	4	8	.
O=C(c1ccco1)N1CCN(c2nc(C3CC3)nc3c2nnn3Cc2ccccc2Cl)CC1	-15	-2	91	1.0	10	-2	-1	20	-10
CC(=O)c1c(N2CCCCC2)nc(=S)n(-c2ccccc2)c1C	9	2	101	0.8	3	.	-9	33	-5
COc1cc(/C=C/C(=O)NCC2CCCCC2)cc(OC)c1OC	2	0	101	-0.3	0	-11	-9	-4	-12
O=C(CCc1nnc(CCCc2ccccc2)o1)NCCc1ccccc1	11	2	99	0.7	1	-1	4	4	6

Additional records follow.
mol	PHOSPHO1 inh	IDE act	MEKK3 PB1 HTS	CRFBP-R2 agonist	IDE inh	GalR3 antag	CHRM4 PAM	CRFR2-BP antag	pCIP destab
CC1CCCCN1C(=O)CNCc1ccc(F)cc1 (stereo unspecified)	3	0	94	2.5	-1	-6	-5	-8	-9
CCn1ncc(C2=NOC(C(=O)Nc3ccc(C)cc3)C2)c1C (stereo unspecified)	-6	3	99	-0.7	1	-1	-3	-3	-17
CCOC(=O)Nc1cc(NC(=O)OCC)ncn1	.	6	.	-1.0	.	-3	9	-2	.
O=C(N/C(=C/c1cccs1)c1nc2ccccc2[nH]1)c1ccccc1	42	1	105	0.1	5	-3	-4	4	-1
Cc1cc(C(C)(C)C)oc1C(=O)N(CC(=O)NC1CCCC1)Cc1ccc(Cl)cc1	-10	-2	103	30	6	-5	-7	-84	-6
CN(C)NC1CC(=O)N(c2ccccc2)C1=O (stereo unspecified)	53	6	97	0.1	3	-1	18	11	-3
O=C(NCc1ccccn1)c1cc2c(ccc3ccccc32)oc1=O	18	7	92	1.7	3	-2	0	-1	7
COc1ccccc1OC(=O)c1cc2ccccc2oc1=O	.	-4	101	1.4	-1	-9	4	9	-14

Carrying on:
mol	PHOSPHO1 inh	IDE act	MEKK3 PB1 HTS	CRFBP-R2 agonist	IDE inh	GalR3 antag	CHRM4 PAM	CRFR2-BP antag	pCIP destab
CCOCCCN1CN(Cc2ccccc2)CNC1=S	4	4	128*	4.9	3	5	8	-8	-4
O=C(Nc1ccccc1)OCCN1CCN(Cc2ccccc2)CCC1=O	-14	2	102	-1.3	0	-11	-2	4	-14
CCOc1cc2[nH]c(=S)n(Cc3ccc(C(=O)O)cc3)c(=O)c2cc1OCC	-3	7	102	0.1	.	-15	5	3	-3
Cc1nc(S(=O)(=O)c2ccc(Cl)cc2)nc2c1CCC2	37	-1	.	-1.2	5	-4	11	20	-5
CN(CC(=O)Nc1ccccc1Cl)C(=O)c1cccc(S(=O)(=O)N2CCN(c3ccccc3)CC2)c1	.	-3	.	-0.8	.	-8	-1	7	.
CN(C(=O)c1ccc(NC(=O)Cc2cccc(NC(=O)C3CCCN(C(=O)C4CCCC4)C3)c2)cc1)C1CCCC1 (stereo unspecified)	.	-4	.	1.2	-3	2	1	2	.
COc1ccc(C2C3=C(CCCC3=O)NC3=C2C(=O)c2ccccc23)cc1 (stereo unspecified)	36	.	99	-0.3	-4	2	4	-3	-7
CC/C(O)=C1\C(=O)CC(c2ccccc2)CC1=NCCc1c(C)[nH]c2ccc(C)cc12 (stereo unspecified)	-14	7	100	1.7	6	.	-2	-14	2

(continued)
mol	PHOSPHO1 inh	IDE act	MEKK3 PB1 HTS	CRFBP-R2 agonist	IDE inh	GalR3 antag	CHRM4 PAM	CRFR2-BP antag	pCIP destab
O=C1c2cccnc2C(=O)N1Cc1ccco1	-8	6	98	2.9	-1	4	-1	-24	0
CCOc1ccc(S(=O)(=O)N2CCN(c3ccc(OC)cc3)CC2)c2cccnc12	23	-5	104	-0.8	3	-3	9	1	0
Cc1cc(C(C)(C)C)cc(C)c1S(=O)(=O)N1CCN(C(=O)c2cc([N+](=O)[O-])c[nH]c2=O)CC1	14	4	100	0.1	2	-3	0	13	-7
O=C(NCC1COCCO1)c1ccc2nc(Cc3cccc(Cl)c3)oc2c1 (stereo unspecified)	33	-2	101	-0.8	-5	-1	-1	1	2
C=C(C)Cc1c(C)nc(-c2ccccc2)[nH]c1=O	-1	-6	105	1.1	0	-6	-1	0	-21
Cc1ccc([C@@H]2CC=C(C(=O)O)CN2S(=O)(=O)c2ccc(C)cc2)cc1	.	0	.	-1.1	2	-6	3	6	.
CC[C@]1(c2ccccc2OC)C(=O)N(C(=O)OC)N1C(=O)OC	-6	3	95	-0.2	-2	-2	5	-2	-2
CC(NC(=O)C(=O)NCCCn1ccnc1)c1ccccc1 (stereo unspecified)	36	2	94	0.1	0	-6	9	-5	-8

(next part)
mol	PHOSPHO1 inh	IDE act	MEKK3 PB1 HTS	CRFBP-R2 agonist	IDE inh	GalR3 antag	CHRM4 PAM	CRFR2-BP antag	pCIP destab
O=C(CN1CCOCC1)NCCC12CC3CC(CC(C3)C1)C2	5	7	102	0.7	5	0	3	-14	-3
CN1CCN(S(=O)(=O)Cc2ccc(Cl)cc2)CC1	16	6	103	0.4	8	-6	-1	-10	-9
CCCCC(=O)Nc1cccc(NC(=S)NC(=O)COc2ccccc2Cl)c1	-2	1	102	4.4	5	-4	-7	-26	-6
CC1Cc2nc(SCC(N)=O)n(C)c(=O)c2S1 (stereo unspecified)	-23	3	107	-0.6	-3	-2	-7	0	10
COc1ccc(-c2cc(C(=O)NCc3ccco3)c3ccccc3n2)cc1OC	.	3	.	-0.9	-1	-5	-24	7	.
Cc1cc(NC(=O)CCCn2nc(C)c([N+](=O)[O-])c2C)no1	-20	6	104	-0.9	-1	1	-6	10	16
CCOC(=O)C[n+]1c(C)sc2ccc(OC)cc21	92*	-4	102	1.5	10	.	-3	-14	-2
C/C(=N\NC(=O)c1ccccc1F)c1cccc(NC(=O)c2ccccc2)c1	46	-4	98	-0.7	7	-2	0	-1	-17

(listing goes on)
mol	PHOSPHO1 inh	IDE act	MEKK3 PB1 HTS	CRFBP-R2 agonist	IDE inh	GalR3 antag	CHRM4 PAM	CRFR2-BP antag	pCIP destab
O=C(O)C1CSC2(c3ccc4c(c3)OCCO4)CCC(=O)N12 (stereo unspecified)	-18	-4	98	-0.5	-3	-3	10	-3	-10
CC(C)CN(CC(C)C)C(=O)c1cc(S(=O)(=O)N2CCCCC2)c[nH]1	60	5	96	-0.3	4	-9	-1	-3	-2
CC(=O)Nc1nc2ccccc2n1Cc1ccc(C)cc1	-23	2	101	0.0	4	-5	7	-1	-9
CN(C)Cc1cc(OCc2ccccc2)cc(CN(C)C)c1O	.	.	.	-0.5	.	-5	-1	-7	.
O=C(Nc1ccccc1)C1CCN(C(=O)c2ccc(Br)cc2)CC1	11	2	95	0.4	4	-2	1	-31	-6
COc1ccc(CCN(C(=O)c2ccc(F)cc2)C2=CC3CCC(C2)N3C)cc1OC (stereo unspecified)	-11	4	92	3.0	-4	-1	7	6	1
O=c1nc(N/N=C/c2ccccn2)cn[nH]1	20	-5	3.0*[inhibitor]	5.1	4	-5	6	-13	-3
C=CCOc1ccccc1CNc1ccc2c(c1)OCCO2	-3	4	99	3.1	0	.	-5	0	10

(list continues)
mol	PHOSPHO1 inh	IDE act	MEKK3 PB1 HTS	CRFBP-R2 agonist	IDE inh	GalR3 antag	CHRM4 PAM	CRFR2-BP antag	pCIP destab
CCOc1ccc(C(=O)C2CCN(C(=O)c3ccc([N+](=O)[O-])cc3)CC2)cc1	3	0	103	1.3	-5	-14	-7	20	-10
COCC(=O)NNC(=O)Cc1ccc(Cl)cc1	41	1	103	1.5	-2	-1	3	-2	-3
O=C(CN1C(=O)NC2(CCCCC2)C1=O)N1CCN(S(=O)(=O)c2cccc([N+](=O)[O-])c2)CC1	.	4	.	1.5	0	-3	9	2	.
O=C(CCNS(=O)(=O)c1cccs1)NCc1ccco1	-3	0	103	0.3	-3	-4	-6	2	-11
Cc1cc(Nc2ccc3ccccc3c2)n2ncnc2n1	8	0	105	0.0	3	-4	-18	8	-19
O=C(CN1CCC(C(=O)c2ccc(F)cc2)CC1)Nc1ccccc1	-1	4	104	0.0	-2	-8	3	-17	-5
CCOC(=O)c1ccc(NC(=O)CSc2nnc(C3CC3)n2CC)cc1	10	-5	95	-3.2	1	-4	-6	12	-10
CC(=O)N/C(=C\c1ccc(F)cc1)C(=O)N(C)C	-5	3	118	0.1	-1	1	1	2	-2

The list goes on:
mol	PHOSPHO1 inh	IDE act	MEKK3 PB1 HTS	CRFBP-R2 agonist	IDE inh	GalR3 antag	CHRM4 PAM	CRFR2-BP antag	pCIP destab
Oc1ccc(C23CC4CC(CC(C4)C2)C3)cc1O	26	-9	104	2.9	5	-8	12	-22	-4
Cn1c(SCC(=O)NCc2ccc3c(c2)OCO3)nnc1-c1cccs1	-14	3	105	-0.9	2	0	5	29	0
O=C(OCC(=O)N1N=C(c2ccc(Cl)cc2)CC1c1ccco1)c1ccco1 (stereo unspecified)	9	2	103	240*	2	-3	9	-235	10
O=C(Nc1nnc(-c2ccccc2)s1)c1ccc(F)cc1	16	5	105	-1.1	3	-2	1	-33	-11
